Bioassay records (PubChem)
Akt phos inh: HTS Assay for Inhibitors of Akt Phophorylation: Primary Screen. Neuro2A IGF-stimulated pAkt S473 HTRF, 20 min; stronger effect = lower value. activity change, % for hits at 50 µM. AID 651550, 2012. actives 0.32% (n = 360,000); in the data active means activity change below about -80%; inconclusive means mostly about -51% to -80%; further: on the % scale 0 is the no-effect control and ±100 the full control effect
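Neuro2A cells (4,500/well, DMEM with 0.5% FBS) were treated with compound at a single 50 µM final concentration, stimulated with 6 nM IGF for 20 min at 37 °C, and lysed. Phospho-Akt Ser473 was read by HTRF as 665/615 ratio ×10^4.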
Mm-Cpn inhibitor: Inhibitors of TCP-1 ring complex (TRiC) of Methanococcus maripaludis (MmCpn): qHTS; purified Mm-Cpn ATPase, ADP Transcreener TR-FRET; Potency, µM (top dose mostly 76.9 µM), without a hit: at the top dose activity, negative = inhibition, actives largely listed as inhibitors; actives 0.031% (n = 330,000); AID 504842, 2011; further: potency means the concentration at half of the fitted maximal effect; on the % scale 0 is the no-effect control and ±100 the full control effect; nearly all actives have a fitted effect of over 80% in size
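ATPase turnover read by TR-FRET ADP competition (Eu cryptate antibody/ADP-d2, 665/590 nm): 10uM ATP final, 25nM Mm-CPN final, 30 min 37degC after 10-min compound preincubation, pH 7.4 Tris/KCl/MgCl2/DTT buffer.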
DRD3 antagonist: qHTS of D3 Dopamine Receptor Antagonist: qHTS; D3R cells, DiscoveRx beta-arrestin luminescence, antagonist mode; stronger effect = lower value; max response, negative = inhibition, %; actives 2.5% (n = 360,000); in the data active means max response below about -50%; inconclusive means no clear call, values can overlap the other calls; further: on the % scale 0 is the no-effect control and ±100 the full control effect; mostly tested at two doses, the higher about 12 µM
Target sequence (P35462 whole entry, looked up): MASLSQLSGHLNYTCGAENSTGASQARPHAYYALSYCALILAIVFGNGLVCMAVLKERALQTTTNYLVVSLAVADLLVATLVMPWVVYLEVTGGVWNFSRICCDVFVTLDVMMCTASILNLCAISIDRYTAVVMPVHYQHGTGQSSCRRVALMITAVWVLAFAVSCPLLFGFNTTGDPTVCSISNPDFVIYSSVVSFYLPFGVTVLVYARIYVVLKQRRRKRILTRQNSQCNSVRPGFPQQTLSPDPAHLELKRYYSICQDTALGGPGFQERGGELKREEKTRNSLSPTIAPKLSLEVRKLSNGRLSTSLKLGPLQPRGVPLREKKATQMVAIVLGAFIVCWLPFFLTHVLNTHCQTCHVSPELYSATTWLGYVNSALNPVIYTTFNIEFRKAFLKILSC
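Cells plated overnight at 1500 cells/well, then exposed to library compounds with dopamine controls for 90 minutes at 37 degrees C. DiscoveRx reagent added for 30–60 minutes at room temperature; luminescence read, quantitative HTS format.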
EPAC2 ag: qHTS for Agonist of cAMP-regulated guanine nucleotide exchange factor 4 (EPAC2): primary screen; Rap guanine nucleotide exchange factor 4 (Homo sapiens), Q8WZA2; Potency, µM (top dose mostly 154 µM), for the others: at the top dose activation, hits mostly activators; EPAC2 activation, biochemical qHTS; response scale: 100% = 6.5 mM cAMP response; AID 720711, 2013; actives 0.079% (n = 360,000); further: potency means the concentration at half of the fitted maximal effect; nearly all actives have a fitted effect of over 50% in size
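Exchange assay: 100 nM EPAC2 with 250 nM Rap1B-BODIPY-GDP and 50 uM GDP. Fluorescence (ex 480/em 540 nm) read every 5 min for 30 min at room temperature. Data normalized to 6.5 mM cAMP as agonist control.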
D3 ag: qHTS of D3 Dopamine Receptor Agonist: qHTS | actives 0.58% (n = 410,000) | D3R DiscoveRx beta-arrestin cells, luminescence, 90 min | max activation, % | D(3) dopamine receptor (Homo sapiens), P35462; in the data active means max activation above about 30%; further: 0% is about no effect; mostly tested at two doses, the higher about 12 µM
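Cells at 1500/well, incubated overnight, then treated with pinned compounds (dopamine as control) for 90 min at 37 degrees C. DiscoveRx reagent added for 30 - 60 minutes at room temperature; luminescence read.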
PTHR1 ag: qHTS for PTHR1 Agonists: Primary Screen. Parathyroid hormone/parathyroid hormone-related peptide receptor (Homo sapiens), Q03431. Potency, µM (doses to about 115 µM), inactives show at the top dose activation, actives largely listed as activators. actives 0.075% (n = 410,000). HEK293 GP2 PTHR1 cells, GloSensor cAMP luminescence, 1 h; further: potency means the concentration at half of the fitted maximal effect; nearly all actives have a fitted effect of over 55% in size; some results filed as inactive show a strong effect at the top dose; inactives centre near -15; many of its hits are not listed in these tables
Target sequence (Q03431 whole entry, looked up): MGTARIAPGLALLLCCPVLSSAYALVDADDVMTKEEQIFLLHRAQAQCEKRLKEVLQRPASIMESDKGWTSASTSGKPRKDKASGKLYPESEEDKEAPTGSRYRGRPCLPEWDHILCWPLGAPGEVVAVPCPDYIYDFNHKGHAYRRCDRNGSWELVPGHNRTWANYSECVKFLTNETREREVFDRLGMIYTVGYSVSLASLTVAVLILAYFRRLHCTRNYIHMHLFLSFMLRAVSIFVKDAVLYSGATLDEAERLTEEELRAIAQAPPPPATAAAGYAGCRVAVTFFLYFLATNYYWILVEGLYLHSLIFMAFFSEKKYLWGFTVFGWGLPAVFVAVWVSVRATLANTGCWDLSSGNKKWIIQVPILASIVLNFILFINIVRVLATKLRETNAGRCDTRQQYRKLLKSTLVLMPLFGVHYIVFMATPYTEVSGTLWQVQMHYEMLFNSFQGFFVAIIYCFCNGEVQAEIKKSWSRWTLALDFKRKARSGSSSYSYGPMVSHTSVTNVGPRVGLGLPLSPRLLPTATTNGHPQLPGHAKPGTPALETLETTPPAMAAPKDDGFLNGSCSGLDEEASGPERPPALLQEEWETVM
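HEK-293-derived GP2 cells expressing PTHR1 and a GloSensor cAMP reporter, 3,000/well, plated overnight, given luciferin plus IBMX (each 0.5 mM as added) for 1 h at 37 °C, then compound for 1 h at 37 °C. Luminescence was read after 15 min at room temperature.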
EPAC2 antag: qHTS for Antagonist of cAMP-regulated guanine nucleotide exchange factor 2 (EPAC2): primary screen | Rap guanine nucleotide exchange factor 4 (Homo sapiens), Q8WZA2 | actives 0.18% (n = 360,000) | Potency, µM (highest dose often 114 µM), without a hit: top-dose activity, negative = inhibition, hits mostly inhibitors | EPAC2 GEF exchange of Rap1B-BODIPY-GDP, fluorescence; further: potency means the concentration at half of the fitted maximal effect; on the % scale 0 is the no-effect control and ±100 the full control effect; nearly all actives have a fitted effect of over 45% in size; many of its hits are not listed in these tables
CCT chaperon mod: High-Throughput Screening for Modulators of Cytosolic Chaperonin Activity | purified chaperonin ATPase assay, HTRF ADP detection, 30 min | activity change, % (no concentration beside the values), hits read low | actives 0.3% (n = 360,000); in the data active means activity change below about -30%; further: on the % scale 0 is the no-effect control and ±100 the full control effect
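First, chaperonin was dispensed at 40 nM or 20 nM final depending on batch activity. Next, compounds were pinned at 76 uM and ATP added at 10 uM. After 30 min at 37 °C, ADP detection reagents ran 30 min at ambient temperature.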
Starred values were filed as active, the others as inactive; i = inactive; ? = inconclusive; . = no result given; & = joins results of further samples; [ ] = another dose, or the depositor's remark. Unless noted, the call rests on the fitted dose curve; in most records, active means well fitted curve in the direction sought with a large enough effect; inconclusive means small, poorly fitted or top-dose-only effect, or another doubt; inactive means no such curve, though single readings can be large; an effect the other way counts as inactive or inconclusive.

SMILES	Akt phos inh	Mm-Cpn inhibitor	DRD3 antagonist	EPAC2 ag	D3 ag	PTHR1 ag	EPAC2 antag	CCT chaperon mod
Cc1ccc(N)c([N+](=O)[O-])c1	i	-1%	-5	6%	-10	-4%	-15%	0.0
CC(=O)c1cccc(NC(=O)CCCSc2ccccc2)c1	i	-1%	-13	4%	3	i	-20%	-0.5
CCS(=O)(=O)Nc1cccc(C2=NN(S(C)(=O)=O)C(c3cccs3)C2)c1 (stereo not drawn)	i	1%	-7	-8%	0	-11%	1%	2.3
O=C1CCC(C(=O)OCC(=O)Nc2ccc(Cl)cc2C(F)(F)F)=NN1	i	1%	-18	3%	-3	?	0%	1.3
CCCNC(=O)C1(CC2CC(c3ccccc3)=NO2)CCN(C(=O)Cc2ccc(F)cc2)CC1 (stereo not drawn)	i	.	-17	5%	-17	-18%	2%	0.3
CN(C)CCCN1C(=O)c2cccc3c(Br)ccc(c23)C1=O	i	-9%	-19	1%	3	i	1%	-1.3
CCCN(CC(=O)Nc1ccccc1C)C(=O)c1ccc(N2CCCCC2)c([N+](=O)[O-])c1	i	0%	0	5%	5	-14%	-4%	-3.2
O=C(Nc1ccccc1F)c1ccc(CN2CCN(c3ccccc3)CC2)cc1	i	-2%	-54*	19%	-2	-32%[inhibitor]	4%	-0.5
CCNC(=O)NC(=O)COC(=O)c1cccc(NS(=O)(=O)/C=C/c2ccccc2)c1	i	0%	8	3%	-2	-19%	-2%	-0.9
COCOc1cccc(CN2CCC(C)(Oc3cccc(OC)c3)C2)c1 (stereo not drawn)	i	.	-16	4%	-14	i	5%	-3.1
Cc1cccc(N(Cc2ccc(Cl)cc2)S(C)(=O)=O)c1	i	0%	9	5%	-1	i	?	-2.4
CN(C)c1ccc(S(=O)(=O)N2CCCCC2)cc1NC(=O)C1CSC2(C)CCC(=O)N12 (stereo not drawn)	i	-2%	-13	9%	-12	-11%	5%	0.3

Record cards (already shown). Order of screens: Akt phos inh | Mm-Cpn inhibitor | DRD3 antagonist | EPAC2 ag | D3 ag | PTHR1 ag | EPAC2 antag | CCT chaperon mod
`COCOc1cccc(CN2CCC(C)(Oc3cccc(OC)c3)C2)c1` (stereo not drawn) is listed with i | . | -16 | 4% | -14 | i | 5% | -3.1
`CC(=O)c1cccc(NC(=O)CCCSc2ccccc2)c1` is listed with i | -1% | -13 | 4% | 3 | i | -20% | -0.5
`Cc1cccc(N(Cc2ccc(Cl)cc2)S(C)(=O)=O)c1` is listed with i | 0% | 9 | 5% | -1 | i | ? | -2.4
`CCNC(=O)NC(=O)COC(=O)c1cccc(NS(=O)(=O)/C=C/c2ccccc2)c1` is listed with i | 0% | 8 | 3% | -2 | -19% | -2% | -0.9

The list goes on:
SMILES	Akt phos inh	Mm-Cpn inhibitor	DRD3 antagonist	EPAC2 ag	D3 ag	PTHR1 ag	EPAC2 antag	CCT chaperon mod
O=C(c1ccc2c(=O)n(-c3ccccc3)c(=S)[nH]c2c1)N1CCN(c2ccccc2)CC1	i	-2%	9	2%	6	-22%	2%	0.5
CC(C)OC(=O)CSc1nc2ncccc2[nH]1	i	-1%	19	4%	-3	-20%	19%	-6.7
Cc1ccnc(NC(=O)CCNC(=O)c2ccc(Br)cc2)c1	i	.	16	9%	-1	-15%	4%	1.2
CCOC(=O)/C(C#N)=C/c1ccc(OC)c(OC)c1	i	0%	-22	-5%	2	i	1%	-2.0
CC(Oc1ccccc1)C(=O)Nc1nc2c(s1)C(=O)CC(C)(C)C2 (stereo not drawn)	i	-5%	19	2%	4	-34%[inhibitor][57.5 µM]	0%	-3.4
O=C1c2ccccc2C(O)N1Cc1ccccc1 (stereo not drawn)	i	0%	17	7%	3	-17%	-1%	-1.1
COc1nccnc1NS(=O)(=O)c1ccc(NCc2cc(Br)ccc2O)cc1	i	4%	0	15%	-8	5%	-3%	-3.8
CCCc1cc(-c2n[nH]c(=S)n2CC)cs1	i	4%	5	16%	1	-24%	-1%	0.7
Cc1cc(C)n(-c2nc(NCCN(C)C)c3c4c(sc3n2)CCCC4)n1	i	2%	-7	16%	-5	i	3%	-0.6
COC(=O)C(C(=O)OC)c1ncccc1NS(=O)(=O)c1ccc(C)cc1	i	.	5	5%	-2	-14%	6%	.
CCOc1nc2cnccc2n(CC(=O)Nc2c(F)c(F)cc(F)c2F)c1=O	.	-7%	-4	6%	-2	i	14%	-7.8
CC(=O)Nc1ccc(S(=O)(=O)NC(CSc2ccc(C(=O)O)cc2[N+](=O)[O-])C(=O)O)cc1 (stereo not drawn)	i	0%	-16	3%	0	-2%	-8%	-3.5
N#Cc1ccccc1S(=O)(=O)c1ccccc1C(=O)Nc1ccccc1	i	-2%	-1	11%	-1	-24%	0%	0.0
Cc1ncc(CN2CCC(CO)(CCOc3ccccc3)CC2)s1	i	1%	-23	3%	-16	-30%	0%	-1.4
CCCCn1c(N2CCC(Cc3ccccc3)CC2)nc2c1c(=O)[nH]c(=O)n2C	i	1%	1	12%	3	-20%	-22%	0.2
Cc1ccccc1Cn1c2ccccc2c2cnn(CC(=O)NCc3ccccn3)c(=O)c21	i	-1%	1	-10%	1&-3	-19%	-1%	-3.1
O=C(NC1CCCC1)C1CCN(c2cnccn2)CC1	i	0%	-2	-2%	-4	i	8%	-1.1
NC1=NC(=O)/C(=C\c2ccco2)S1	i	-6%	13	2%	8	i	0%	1.8
CC1(C)Cc2c(c(N3CCOCC3)nc3sc4c(NCc5ccco5)nnnc4c23)CS1	i	-1%	61	2%	5	i	22%	0.5
COc1nnc(-c2ccc(N3CCOCC3)c(NC(=O)c3ccc(C)cc3)c2)c2ccccc12	i	1%	-4	-8%	-1	i	-5%	-4.6
COc1cc(NC(=O)C2CC(=O)N(Cc3ccco3)C2)c(OC)cc1Cl (stereo not drawn)	i	-1%	0	1%	-2	-15%	-5%	-0.4
O=C(NCc1ccccn1)C1CCN(S(=O)(=O)N2CCCC2)CC1	i	1%	10	7%	11	-21%	7%	0.5
CCCC(=O)C1=C(N2CCCC2)CC(C)(C)C(C(=O)OC)C1=O (stereo not drawn)	i	-2%	-11	6%	0	i	-2%	1.8
CCOC(=O)N1CCN(c2ccc(C(C)=O)cc2F)CC1C (stereo not drawn)	i	-1%	8	-7%	2	-39%[inhibitor]	-8%	-0.8
CCCn1c(N)c(C(=O)CSc2nc3ncc(Cl)cc3[nH]2)c(=O)[nH]c1=O	i	-2%	-10	-7%	6	?	15%	2.1
CCCCc1nc2ccccc2c(C(=O)O)c1C	i	0%	32	3%	0	-6%[57.5 µM]	-3%	0.0
CC(C)n1nc(C(=O)OCn2nnc3ccccc3c2=O)c2ccccc2c1=O	i	1%	3	9%	2	i	6%	1.3
O=C(NC1CCCCC1)Oc1cccc2ccccc12	i	3%	9	-3%	5	i	0%	0.2
C=CCc1c(C)nc2c(C)cccc2c1SC(=N)N	i	-4%	11	11%	14	-8%	-21%	-2.3
CC(C)(C)c1ccc(C(O)c2ncc(-c3ccccc3F)[nH]2)cc1 (stereo not drawn)	i	.	19	9%	5	-2%	-25%	-2.4
CC(NC(=O)CN1C(=O)NC(C)(C2CC2)C1=O)c1ccc(F)cc1 (stereo not drawn)	i	-2%	3	4%	4	i	16%	-1.3
O=C(NCC1CC1)Nc1cccc(C(F)(F)F)c1	i	-4%	24	0%	-1	i	12%	0.4
Fc1ccccc1CNCC1CCCO1 (stereo not drawn)	i	1%	-21	9%	-4	i	-5%	-3.6
O=[N+]([O-])c1cccc(C(=Nc2cccc(Cl)c2)NO)c1	i	1%	-15	15%	-21	-12%	0%	-1.6
COc1cccc(N(C(=O)c2ccco2)C(C(=O)NC2CCCC2)c2cccnc2)c1 (stereo not drawn)	i	0%	29	10%	-4	-4%[57.5 µM]	?	-3.1
CCOC(=O)c1ccc(N2C(=O)C(O)=C(C(C)=O)C2c2ccc(O)c(OC)c2)cc1 (stereo not drawn)	i	-5%	?	11%	6	-20%[57.5 µM]	9%	0.0
NC(=O)Cn1c(=O)n(Cc2ccccc2)c(=O)c2cccnc21	i	0%	-6	6%	4	-8%	14%	-2.3
Cc1ccc(S(=O)(=O)NCc2cn3c(C)csc3n2)cc1	i	-1%	18	8%	3	-10%[57.5 µM]	33%[activator][57.1 µM]	0.2
O=[N+]([O-])c1ccc(N2CCc3ccccc3C2)nc1	i	2%	0	15%	0	-12%	-6%	0.6
COc1ccc2cc(-c3cccnc3)ncc2c1	i	2%	-9	5%	-18	-65%[inhibitor]	-9%	0.3
COc1ccc(C)cc1NC(=O)c1ccc2c(O)c(S(=O)(=O)c3ccccc3)c(=O)[nH]c2c1	i	3%	-3	-1%	0	i	-15%	-0.5
C=CCn1c(SCC)nc(O)cc1=O	i	0%	10	3%	11	-11%	8%	-2.7
Cc1ccc2c(CN3CCCCC3C)cc(=O)oc2c1 (stereo not drawn)	i	-1%	8	10%	-1	-5%	?	-0.7
Cc1ccc(C)c(C(=O)COC(=O)c2ccc(Br)o2)c1	i	0%	-6	15%	11	i	-1%	2.0
COc1ccccc1N=Nc1c(C)[nH][nH]c1=O	i	0%	-4	2%	9	i	-8%	-2.1
Cc1nn(-c2ccc(F)cc2)c(Cl)c1C(=O)N(C)CC(=O)Nc1cccc(F)c1	i	1%	0	1%	5	-28%	-10%	-1.8
COc1ccc(OCc2ccc(/C=N\NC(=O)c3sccc3C)o2)cc1	i	-10%	-2	16%	3	-5%	-1%	-2.5
O=C(Nc1ccc(Cl)cc1)c1nc[nH]c1C(=O)N1CCN(c2ccccc2)CC1	i	0%	0	-8%	10	i	27%	0.7

Not all compounds are listed; the hit share may differ from the screen's.
